KCNH2 WT inh – blocks the wildtype human KCNH2 potassium channel; Q12809; U2OS, BacMam KCNH2, thallium flux FluxOr; hits give low values; 340,000 compounds, 0.37% hits; AID 720551; activity change, % at 1.84 µM;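 active means maximum activity change below -70%; inconclusive means maximum activity change between -70% and -50%; inactive means maximum activity change above -50%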; further: on the % scale 0 is the no-effect control and ±100 the full control effect
Target sequence (Q12809 whole entry, looked up): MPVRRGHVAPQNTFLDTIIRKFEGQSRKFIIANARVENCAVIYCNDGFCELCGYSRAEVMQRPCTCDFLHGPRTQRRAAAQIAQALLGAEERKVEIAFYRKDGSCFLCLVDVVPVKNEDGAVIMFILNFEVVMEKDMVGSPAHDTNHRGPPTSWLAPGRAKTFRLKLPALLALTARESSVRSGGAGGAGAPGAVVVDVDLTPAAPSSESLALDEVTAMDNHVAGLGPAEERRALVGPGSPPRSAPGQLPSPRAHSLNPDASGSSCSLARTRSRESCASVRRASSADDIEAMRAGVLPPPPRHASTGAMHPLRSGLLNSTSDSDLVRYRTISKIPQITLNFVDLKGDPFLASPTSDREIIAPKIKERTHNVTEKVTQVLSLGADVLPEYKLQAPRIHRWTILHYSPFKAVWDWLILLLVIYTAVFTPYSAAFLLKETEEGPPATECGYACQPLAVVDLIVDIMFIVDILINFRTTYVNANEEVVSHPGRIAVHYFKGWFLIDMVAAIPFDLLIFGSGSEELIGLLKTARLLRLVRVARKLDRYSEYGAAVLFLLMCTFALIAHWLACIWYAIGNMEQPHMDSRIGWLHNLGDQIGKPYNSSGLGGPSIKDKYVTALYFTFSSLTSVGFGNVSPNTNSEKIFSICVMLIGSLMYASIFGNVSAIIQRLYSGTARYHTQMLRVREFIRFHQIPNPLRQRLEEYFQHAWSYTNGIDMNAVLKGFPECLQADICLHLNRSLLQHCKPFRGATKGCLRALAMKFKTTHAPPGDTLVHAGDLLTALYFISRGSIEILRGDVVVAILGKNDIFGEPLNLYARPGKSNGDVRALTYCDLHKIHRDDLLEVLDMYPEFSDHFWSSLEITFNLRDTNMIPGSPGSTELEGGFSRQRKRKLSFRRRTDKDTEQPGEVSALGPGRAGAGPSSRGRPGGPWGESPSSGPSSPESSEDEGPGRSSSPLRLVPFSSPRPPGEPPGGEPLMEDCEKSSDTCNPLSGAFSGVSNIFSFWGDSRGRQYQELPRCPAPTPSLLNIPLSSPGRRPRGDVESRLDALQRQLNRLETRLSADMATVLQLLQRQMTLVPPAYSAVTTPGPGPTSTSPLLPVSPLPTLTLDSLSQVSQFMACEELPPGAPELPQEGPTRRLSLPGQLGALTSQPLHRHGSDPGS
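U2OS cells were transduced with wild-type KCNH2 virus (2.03 x 10^8 / mL) for 4 h at room temperature, then cultured overnight at 37 C. Thallium flux was read with FluxOr dye. Rate constants were normalized to DMSO controls.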
B2AR arrestin – recruits beta-arrestin to the human beta2-adrenergic receptor. AID 492947. P07550. beta-arrestin recruitment to beta2AR, cell-based reporter. Potency, µM (doses to about 46.1 µM), inactives show top-dose activation, usual class: activators. 330,000 compounds, 0.02% hits;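 further: potency means the concentration at half of the fitted maximal effect; 0% = DMSO controls and full agonism = EC100 isoproterenol or metaproterenol; nearly all actives have a fitted effect of over 65% in size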
CXXC DNA block – blocks binding of human MLL CXXC domain to DNA. MLL-CXXC / FITC-HOXA9 DNA fluorescence polarization. Potency, µM (top dose mostly 115 µM), inactives show at the top dose activity change, negative = inhibition, most hits filed as inhibitors. 290,000 compounds, 0.037% hits. AID 2662; active means well fitted inhibition curve with a large enough effect in the polarisation, with a control signal flat, not every such curve was filed as active; inconclusive means small, poorly fitted or top-dose-only effect, or effect the other way, or a change in a side signal; inactive means no such curve, though single readings can be large or run the other way; the % refers to the polarisation; further: potency means the concentration at half of the fitted maximal effect
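Steps: dispense CXXC domain solution (7 uM) → pin compounds or unlabeled HOX-A9 DNA control → 5 min ambient → add FLSN-HOX-A9 solution (50 nM) → spin → 30 min ambient → fluorescence polarization. Tris pH 7.5/NaCl/DTT/BSA buffer.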
Coupling enz – coupling enzyme interference in Giardia aldolase counter-screen | coupling enzyme system counterscreen, AmpLite Red fluorescence | activity change, negative = inhibition, % at 58.2 µM, hits read low | 290,000 compounds, 0.67% hits | AID 2472; in the data active means activity change below about -30%; further: on the % scale 0 is the no-effect control and ±100 the full control effect
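First, compound is pin-transferred into glyceraldehyde-3-phosphate coupling-enzyme reagent at 57.5 uM final and held 10 min at RT. Next, substrate, coupling system and AmpLite Red are added. After 20 min RT, fluorescence (525/598 nm) is read.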
USP2a inh – blocks human ubiquitin-specific protease USP2a; USP2 core, Ub-CHOP2 coupled fluorogenic reporter, 485/531; Potency, µM (titrated, usually from 38.3 µM), for the others: top-dose activity change, negative = inhibition, hits mostly inhibitors; 330,000 compounds, 0.01% hits; O75604;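 further: potency means the concentration at half of the fitted maximal effect; plate controls were DMSO wells for no effect and full inhibition by NEM control for full effect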
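Deubiquitinase activity read as fluorescence (485/531 nm) after Ub-CHOP2 cleavage activates the enterokinase reporter on its substrate; USP2 core 10nM, Ub-CHOP2 and substrate 25nM each, 30min compound preincubation then 60min RT; data normalized to NEM, curves fitted.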
GALK inhibitor – galactokinase (human) inhibition | P51570 | Purified GALK, Kinase-Glo residual ATP luminescence | Potency, µM (top dose mostly 57.5 µM), for inactives: at the top dose activity change, negative = inhibition, usual class: inhibitors | 270,000 compounds, 0.007% hits; further: potency means the concentration at half of the fitted maximal effect; on the % scale 0 is the no-effect control and ±100 the full control effect
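Luminescence from leftover ATP (Ultra-Glo luciferase/luciferin) served as read-out after a 1 h room-temperature reaction of 5 nM GALK with 35 uM ATP and 100 uM galactose.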
Menin MLL FP TR – inhibitors of human menin-MLL interaction, mutant MLL peptide; Menin + Texas Red MLL mutant peptide, fluorescence polarization; 270,000 compounds, 0.23% hits; O00255; AID 1768; Potency, µM (series often up to 61.6 µM), for the others: at the highest dose FP activity change, negative = inhibition, most hits filed as inhibitors; active means well fitted inhibition curve with a large enough effect in the polarisation, with a control signal flat, not every such curve was filed as active; inconclusive means small, poorly fitted or top-dose-only effect, or effect the other way, or a change in a side signal; inactive means no such curve, though single readings can be large or run the other way; the % refers to the polarisation; further: potency means the concentration at half of the fitted maximal effect; % of control where 0% means no effect; many of its hits are not listed in these tables
Giardia killer – kills Giardia lamblia; Giardia lamblia trophozoite viability; activity change, % at 7.66 µM, hits read low; 340,000 compounds, 0.15% hits; AID 540267; in the data active means activity change below about -80%; inconclusive means between about -30% and that limit;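 further: parasites exposed to compound for two days anaerobically before the ATP read; on the % scale 0 is the no-effect control and ±100 the full control effect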
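Compounds were tested on trophozoites seeded at 100 cells/well and held 48 hrs at 37 deg C anaerobically. An ATP-based luminescent kit measured the remaining live cells.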
KCNH2 3.1 inh – inhibitors of human KCNH2 3.1 potassium channel isoform | U2OS KCNH2 3.1, thallium flux FluxOr; hits give low values | activity change, % (tested at about 1.8 µM) | 340,000 compounds, 0.95% hits | AID 720553;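 active means maximum activity change below -70%; inconclusive means maximum activity change from -70% to -50%; inactive means maximum activity change above -50%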;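 further: thallium influx rate constant from kinetic fluorescence after stimulation buffer; on the % scale 0 is the no-effect control and ±100 the full control effect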
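U2OS cells transduced with KCNH2 3.1 mutant virus (1.77 x 10^8 /mL, 4 h), plated overnight at 37 C, loaded 45 min with FluxOr dye plus Red40 quencher. Thallium flux rate constant from kinetic reads after stimulation buffer, normalised to controls.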
TRPV1 agonist – human TRPV1 agonism; TRPV1-expressing cells, Fluo-8 calcium influx, agonist mode; Q8NER1; activation, % at 8.33 µM; 320,000 compounds, 0.19% hits; AID 540275; in the data active means activation above about 80%; inconclusive means between about 30% and that limit; further: 0% is about no effect
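Cells expressing TRPV1 were dye-loaded with Fluo-8 and read kinetically: 10 s baseline, 3 min after compound (agonist portion), then 2 min after EC20 capsaicin (allosteric enhancer portion). Calcium-bound dye fluorescence at 480/520 nm.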
PKM2 activator – PKM2 (human) enzyme activation; AID 1631; Potency, µM (top dose mostly 57.5 µM), for inactives: at the top dose activation, most hits filed as activators; purified PKM2, Kinase-Glo ATP luminescence, activation; response scale: 0% is enzyme alone, no compound; 260,000 compounds, 0.34% hits; P14618; further: potency means the concentration at half of the fitted maximal effect; on the % scale 0 is the no-effect control and ±100 the full control effect; nearly all actives have a fitted effect of over 55% in size
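hPK-M2, >95% pure; 0.1 mM ADP / 0.5 mM PEP final; imidazole pH7.2 buffer w/ 7 mM MgCl2, 50 mM KCl; 1 h RT; Kinase-Glo lum. Intermediate enzyme activity for dual inhibitor/activator qHTS.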
Starred values were filed as active, the others as inactive; ? = inconclusive; / = no result given; [ ] = remark or other dose. Unless noted, the call rests on the fitted dose curve; in most records, active means well fitted curve in the direction sought with a large enough effect; inconclusive means small, poorly fitted or top-dose-only effect, or another doubt; inactive means no such curve, though single readings can be large; an effect the other way counts as inactive or inconclusive. Not all compounds are listed. The share of hits here may be higher or lower than overall.

Order of results: KCNH2 WT inh | PKM2 activator | Coupling enz | GALK inhibitor | KCNH2 3.1 inh | CXXC DNA block | B2AR arrestin | Menin MLL FP TR | Giardia killer | TRPV1 agonist | USP2a inh
CCOc1ccccc1C(=O)NCC(=O)NCC(C)(C)N1CCOCC1
  4 | / | / | / | 4 | / | 0.3% | / | -14 | 1 | 3%
COc1ccc(NC(=O)CN2CCN(CC(=O)Nc3ccc(F)cc3)CC2)c(OC)c1
  41 | / | 0 | / | -36 | -11% | 3.5% | -10% | -15 | -1 | 0%
O=C(NCCNc1ccc([N+](=O)[O-])cc1C(F)(F)F)c1ccc(F)cc1
  -2 | -5% | -5 | 4% | 12 | 3% | 0.6% | ? | 4 | ? | 2%
CCOc1ccc(C(=O)Nc2ccccc2OC(F)F)cc1
  -4 | 9% | -4 | 5% | -5 | 38%[activator] | ? | ? | -3 | 7 | 0%
COc1ccc(S(=O)(=O)N2CCSC2)cc1C
  -4 | 5% | 5 | 1% | 0 | 4% | -0.5% | 0% | 9 | 1 | 5%
Cc1ccccc1Nc1nc(N)c2ccccc2n1
  -19 | -37% | 0 | 14% | 0 | 5% | 0.2% | 21% | ? | 0 | 2%
Cc1ccccc1-c1noc(CNC(=O)c2ccco2)n1
  -11 | -5% | -2 | -1% | -7 | 3% | -0.4% | 2% | -8 | 8 | 4%
O=C(Nc1cc(Br)ccc1O)c1cc(-c2ccccc2)on1
  -3 | 0% | 1 | -1% | 6 | 7% | 0.1% | / | ? | -2 | -1%
COc1ccccc1OCCC(=O)OCC(=O)NC(C)c1ccccc1 (stereo not given)
  -1 | -10% | 2 | 2% | -4 | -4% | -0.8% | -10% | 8 | 3 | 2%
CC1CCC(NC(=O)C(=O)Nc2ccc3c(c2)OCO3)CC1 (stereo not given)
  7 | -3% | / | -4% | 6 | 5% | -0.5% | / | 0 | 7 | 0%
CC(=O)C1=C(O)C(=O)N(CCc2c[nH]c3ccccc23)C1c1ccc(O)cc1 (stereo not given)
  -2 | 1% | 2 | 0% | 24 | 5% | 0.3% | -24% | -14 | 2 | -1%
CCc1csc(CCNC(=O)C2CCC(=O)N(CCOC)C2)n1 (stereo not given)
  -11 | -10% | 0 | 7% | -3 | 3% | 0.5% | 9% | -2 | -3 | -1%
O=C(CCC(=O)N1CCN(c2ccccn2)CC1)c1ccc(Cl)s1
  -5 | / | / | / | -7 | / | 0.0% | / | 12 | -4 | -3%
CCOc1ccccc1OCCCC(=O)Nc1cc(S(=O)(=O)N2CCOCC2)ccc1OC
  13 | / | / | / | -8 | / | 2.6% | / | -10 | / | -2%
Cc1cc2c(cc1S(=O)(=O)N1CCc3ccccc31)NC(=O)CO2
  -4 | / | 1 | -8% | 22 | -2% | -0.2% | -5% | -9 | 5 | 1%
CCOc1ccc(-c2nn(-c3ccccc3)cc2/C=C(\C#N)S(=O)(=O)c2ccccc2)cc1C
  -4 | 0% | / | -5% | -4 | 31%[activator] | 5.8% | -22% | -13 | 7 | 1%
COCCC(=O)N1CCC(Oc2ccc(C(=O)NC3Cc4ccccc4C3)cc2)CC1
  0 | / | / | 6% | 19 | -7% | -0.6% | / | -28 | 5 | 2%
COC(=O)C1=CN(c2ccc(OC)cc2)C=C(C(=O)OC)C1c1ccc(C)c([N+](=O)[O-])c1
  -1 | -1% | -2 | 0% | -16 | 11% | -0.7% | 5% | -8 | 1 | -1%
CCCCNC(=O)NNC(=O)COc1cc(C)cc(C)c1
  15 | 4% | -1 | 2% | 11 | 20% | 0.0% | -6% | 0 | -1 | 2%
CC(C)CC(NC(=O)COc1ccccc1)C(=O)O (stereo not given)
  -7 | 5% | 2 | -3% | 13 | 0% | -0.8% | -9% | 7 | -1 | 0%

2 neighbouring compounds out of the list so far:
Order of results: KCNH2 WT inh | PKM2 activator | Coupling enz | GALK inhibitor | KCNH2 3.1 inh | CXXC DNA block | B2AR arrestin | Menin MLL FP TR | Giardia killer | TRPV1 agonist | USP2a inh
CCCCNC(=O)NNC(=O)COc1cc(C)cc(C)c1
  15 | 4% | -1 | 2% | 11 | 20% | 0.0% | -6% | 0 | -1 | 2%
CC(C)CC(NC(=O)COc1ccccc1)C(=O)O (stereo not given)
  -7 | 5% | 2 | -3% | 13 | 0% | -0.8% | -9% | 7 | -1 | 0%

Back to the main list with the three entries that preceded the break.
Order of results: KCNH2 WT inh | PKM2 activator | Coupling enz | GALK inhibitor | KCNH2 3.1 inh | CXXC DNA block | B2AR arrestin | Menin MLL FP TR | Giardia killer | TRPV1 agonist | USP2a inh
COC(=O)C1=CN(c2ccc(OC)cc2)C=C(C(=O)OC)C1c1ccc(C)c([N+](=O)[O-])c1
  -1 | -1% | -2 | 0% | -16 | 11% | -0.7% | 5% | -8 | 1 | -1%
CCCCNC(=O)NNC(=O)COc1cc(C)cc(C)c1
  15 | 4% | -1 | 2% | 11 | 20% | 0.0% | -6% | 0 | -1 | 2%
CC(C)CC(NC(=O)COc1ccccc1)C(=O)O (stereo not given)
  -7 | 5% | 2 | -3% | 13 | 0% | -0.8% | -9% | 7 | -1 | 0%
COc1ccc(CC(=O)OCC(=O)Nc2c(C)n(C)n(-c3ccccc3)c2=O)cc1OC
  2 | / | / | / | -2 | / | 0.0% | / | 23 | -3 | -6%
CCOc1cc(/C=N/NC(=O)c2ccncc2)ccc1OC(=O)c1ccc([N+](=O)[O-])cc1
  11 | 0% | 0 | / | -32 | -4% | -1.0% | 36%[activator] | 7 | 19 | 4%
N/C(Cc1ccc([N+](=O)[O-])cc1)=N\OC(=O)Cc1ccc(Cl)cc1
  12 | 4% | 5 | -3% | -7 | -2% | 5.6% | 9% | -4 | 19 | 5%
CC(=O)N1CCN(C(=O)COc2ccc(Br)cc2)CC1
  2 | 6% | -3 | -1% | 3 | 1% | -0.3% | ? | 6 | -21 | 2%
CS(=O)(=O)NCCSc1nnnn1-c1ccccc1
  1 | 8% | 0 | -1% | -21 | 10% | -0.2% | -13% | 8 | 0 | 6%
Cc1ccc(C)c(N(CC(=O)NC2CCCCC2)C(=O)c2csnn2)c1
  -15 | -2% | -2 | 5% | 7 | 5% | -0.4% | ? | 13 | 0 | 4%
CCC(C(=O)Nc1ccccc1C(=O)N1CCOCC1)N1C(=O)c2ccccc2C1=O (stereo not given)
  5 | -26% | 8 | 0% | 3 | -22% | -0.5% | 9% | -1 | -1 | 0%
CC(=O)N=c1sc2ccccc2n1C
  13 | 3% | 1 | 3% | 13 | 1% | -0.5% | -23% | -1 | -2 | -2%
CCOc1ccc(-c2nn(-c3ccccc3)cc2/C=C2\SC(N)=NC2=O)cc1C
  1 | -3% | / | -6% | -9 | 47%[activator] | 0.0% | / | 4 | ? | 0%
Cc1ccccc1CS(=O)(=O)CCC(=O)N1CCN(c2ccc(N3CCOCC3)nn2)CC1
  -15 | -4% | 1 | -1% | 9 | 4% | -0.3% | -26% | 2 | -9 | 1%
Cn1cnnc1SCc1ccccc1[N+](=O)[O-]
  3 | 1% | 3 | 5% | 11 | -5% | -0.2% | / | 7 | 3 | -1%
S=C(NNc1ccc2ccccc2c1)NC1CCCCC1
  3 | 18% | -8 | 0% | 3 | 6% | 0.5% | -9% | 3 | 11 | 1%
O=C(CSc1cc(Cl)ccc1Cl)NCC(=O)Nc1ccc(F)c(F)c1F
  14 | -1% | 4 | 1% | -4 | 14% | -0.2% | 6% | -15 | -2 | 2%
Cc1cc(NC(=O)c2cc([N+](=O)[O-])cc([N+](=O)[O-])c2C)no1
  2 | -2% | -2 | 5% | 16 | -4% | -1.1% | ? | 5 | 2 | -9%
CC(C)Nc1nc(N(c2ccccc2)c2ccccc2)nc(-n2ccnc2)n1
  -8 | 0% | 3 | -6% | -18 | 27% | -0.9% | 0% | 7 | 5 | 1%
Cn1cc(S(=O)(=O)NCc2ccc3c(c2)OCO3)c(C(F)(F)F)n1
  -1 | 0% | / | -3% | 20 | -7% | 0.4% | / | 43[activator] | -2 | 2%
O=C(c1ccc(N2CCCC2)c([N+](=O)[O-])c1)N1CCN(S(=O)(=O)c2ccc(Cl)cc2)CC1
  -1 | / | / | / | -17 | / | 0.5% | / | -5 | -2 | -10%
O=C(Cn1cc([N+](=O)[O-])ccc1=O)N1CCCc2ccccc21
  -4 | / | / | / | 8 | / | 0.0% | / | -3 | 1 | 0%

Source: PubChem (National Center for Advancing Translational Sciences (NCATS))
